Assay outcomes (PubChem)
PolyA inhibitor – polyadenylation inhibitors in yeast reporter cells, primary screen, luminescence, S. cerevisiae | calls only at 12 µM | hit rate 0.02% among 300,000 | S. cerevisiae SKY197-pL101 polyadenylation reporter, beta-gal luminescence; efflux-impaired pdr1/pdr3 knockout yeast; score 100 = 6 SD above DMSO;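 active = lowest replicate activity score at least 50, where 100 means six control SD above control mean; inconclusive = lowest score under 50 but half or more replicates reach 50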;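 note: yeast exposed to compound for 9 h at 30 °C; higher score means more reporter readthrough which indicates perturbed polyadenylation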
TRPC4 agonist – activators of mouse TRPC4 channel, primary screen, Fluo4 calcium, HEK293 TRPC4beta/mu-opioid cells; hit rate 0.49% among 310,000; B-score at 10 µM; AID 2237, 2010; Fluo4 calcium fluorescence; hits give high values; Short transient receptor potential channel 4 (Mus musculus), Q9QUQ5;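 active = B-score above 5 SD of library B-scores, and initial fluorescence ratio not above library mean plus 5 SD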;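 note: positive B-score marks a calcium rise read as TRPC4 activation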
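Assay system: HEK293 cells stably co-expressing mouse TRPC4beta and mu-opioid receptor / Timing: Fluo4 dye loading 45 min at room temperature, 110 s recording / Signal: Fluo4 calcium-sensitive dye fluorescence, kinetic, 1 Hz baseline / Read-out: integrated baseline-normalised fluorescence ratio, converted to per-well B score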
KCNK9 inh – KCNK9 potassium channel inhibitors, primary screen, HEK293 cells, thallium flux; B-score at 10 µM; Potassium channel subfamily K member 9 (Homo sapiens), Q9NPC2; FluxOR thallium flux fluorescence; hits give low values; hit rate 1.2% among 310,000;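 active = ratio B-score over 3 SD below the library mean, with starting fluorescence within 5 SD of its mean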;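 note: negative B-score means less thallium flux so channel inhibition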
Target sequence (Q9NPC2 whole entry, looked up): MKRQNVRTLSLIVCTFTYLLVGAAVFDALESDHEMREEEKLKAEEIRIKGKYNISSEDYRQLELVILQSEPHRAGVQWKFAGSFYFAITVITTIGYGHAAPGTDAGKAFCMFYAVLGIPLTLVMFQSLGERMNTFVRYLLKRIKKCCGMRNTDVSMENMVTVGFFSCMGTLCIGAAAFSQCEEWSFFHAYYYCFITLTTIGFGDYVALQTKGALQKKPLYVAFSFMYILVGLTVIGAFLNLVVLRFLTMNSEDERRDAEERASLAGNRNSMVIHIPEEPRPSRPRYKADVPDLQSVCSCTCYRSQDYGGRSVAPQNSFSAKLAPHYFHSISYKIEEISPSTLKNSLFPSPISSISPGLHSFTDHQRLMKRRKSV
Platelet DG rel – inhibitors of platelet dense granule secretion, primary screen, cell-based, MLPCN, human platelets; human platelet-rich plasma, SFLLRN dense granule ATP release, luminescence; inhibition, %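 (compounds screened at 7.5 µM in platelet-rich plasma)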; hit rate 0.22% among 300,000; AID 1663, 2009;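 active = mean replicate score, as percent of positive control, at or above 50; inconclusive = mean below 50 but at least one replicate at or above 50; inactive = mean and every replicate below 50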
KCNQ1 pot – potentiators or activators of KCNQ1 channel, primary screen, cell-based, thallium flux, high-throughput. CHO-K1 KCNQ1, thallium flux FluxOR fluorescence; hits give high values. hit rate 0.35% among 310,000. B-score at 10 µM;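 active = fluorescence ratio B-score, a plate-corrected score, at least three library SD, with initial intensity B-score within 5 SD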
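assay system = KCNQ1-transfected CHO-K1 cells | medium = assay buffer with matched DMSO | probe or stimulus = depolarizing K+/Tl+ stimulus, K2SO4 and Tl2SO4 each 12.5 mM in 5x stock | dosing = single dose | incubation = dye 90 min, compound 20 min, room temperature | detection = kinetic FluxOR fluorescence, 10 s baseline plus 110 s post-stimulus | evaluation = ratio B score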
hERG protect – hERG rescue from dofetilide block, primary screen, cell-based, CHO-hERG, FluxOR thallium flux, dofetilide IC70; Voltage-gated inwardly rectifying potassium channel KCNH2 (Homo sapiens), Q12809; hit rate 0.51% among 310,000; activation (rescue from dofetilide block), less the hit threshold, % at 10 µM; dofetilide IC70 present;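 active = activation above the mean of controls blocked by dofetilide plus 5 SD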;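 note: thallium influx through hERG after potassium depolarization seen as dye fluorescence rise; in these data hits start at about 4.7%; inactives centre near -7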
TRPC4 potent – positive allosteric modulators of TRPC4, primary screen, cell-based, mouse TRPC4beta, HEK293 mu-opioid, Fluo-4 calcium; Short transient receptor potential channel 4 (Mus musculus), Q9QUQ5; DAMGO EC20, Fluo-4 Ca2+ flux; hits give high values; B-score at 10 µM; hit rate 0.42% among 310,000; AID 2227, 2009;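 active = B-score of calcium response area above 5 SD of library B-scores, with initial fluorescence ratio within 5 SD of library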;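 note: B-score of integrated fluorescence ratio over time as area under calcium response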
DYRK1A inh – rat Dyrk1A kinase inhibitors, primary screen, biochemical, single point, plate reader; Dual specificity tyrosine-phosphorylation-regulated kinase 1A (Rattus norvegicus), Q63470; ADP-Glo luminescence, NFATc1 peptide; inhibition, % at 12.5 µM; hit rate 0.43% among 310,000; AID 504441, 2011; in the data active = inhibition above about 50%;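 note: plate controls were vehicle with enzyme for no effect and no enzyme for full effect; many of its hits are not listed in these tables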
KCNK3 block – human KCNK3 channel inhibitors, primary screen, CHO cells, FluxOR thallium flux, B-score; hit rate 0.84% among 340,000; B-score at 10 µM; FluxOR fluorescence; hits give low values;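 active = B-score under library mean minus 4 SD, starting fluorescence ratio at most library mean plus 5 SD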;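 note: more negative B-score means stronger inhibition of thallium flux through KCNK3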
Target sequence (O14649 whole entry, looked up): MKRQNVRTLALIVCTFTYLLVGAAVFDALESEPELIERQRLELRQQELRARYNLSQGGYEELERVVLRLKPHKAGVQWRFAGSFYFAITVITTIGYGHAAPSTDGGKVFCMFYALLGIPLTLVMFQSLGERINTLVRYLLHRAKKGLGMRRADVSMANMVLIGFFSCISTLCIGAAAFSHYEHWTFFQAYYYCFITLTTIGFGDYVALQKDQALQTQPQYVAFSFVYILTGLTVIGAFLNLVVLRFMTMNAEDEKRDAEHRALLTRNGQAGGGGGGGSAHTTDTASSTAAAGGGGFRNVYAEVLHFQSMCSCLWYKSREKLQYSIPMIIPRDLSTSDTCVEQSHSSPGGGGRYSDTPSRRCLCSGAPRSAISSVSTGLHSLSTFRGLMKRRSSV
TRPC4 block – inhibitors of mouse TRPC4 channel, primary screen, Fluo4 calcium, HEK293 TRPC4beta/mu-opioid cells | Short transient receptor potential channel 4 (Mus musculus), Q9QUQ5 | DAMGO-evoked Fluo4 calcium flux; hits give low values | B-score at 10 µM | hit rate 0.39% among 300,000;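 active = B-score over 3 SD under the library average, no early fluorescence shift, positive overall ratio signal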
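material = TRPC4beta/mu-opioid receptor HEK293 cell line | probe or stimulus = sequential submaximal and maximal DAMGO stimulation | compound dosing = one concentration per compound | measured by = Fluo4 Ca2+ flux fluorescence | evaluation = integrated fluorescence ratio relative to baseline, converted to per-well B score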
KCNQ1 inh – inhibitors of human KCNQ1 channel, primary screen, cell-based, thallium flux, high-throughput; Potassium voltage-gated channel subfamily KQT member 1 (Homo sapiens), P51787; CHO-K1 KCNQ1, FluxOR thallium flux fluorescence; hits give high values; hit rate 1.3% among 310,000; AID 2642, 2010; B-score at 10 µM;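 active = compounds whose thallium flux B-score, printed positive for inhibition, exceeds three library SD while starting fluorescence stays within three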;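 note: channel opened by potassium depolarization with thallium stimulus after 20 min compound exposure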
An asterisk follows results filed as active; i = inactive; ? = inconclusive; · = no result given.

SMILES	PolyA inhibitor	TRPC4 agonist	KCNK9 inh	Platelet DG rel	KCNQ1 pot	hERG protect	TRPC4 potent	DYRK1A inh	KCNK3 block	TRPC4 block	KCNQ1 inh
O=S(=O)(c1cccc2cccc(Cl)c12)N1CCCC1	i	i	i	-5.1	i	-17.6	i	7.1	i	i	i
CCn1ccnc1CNC(=O)CC1C(=O)NCCN1CCCc1ccccc1 (configuration not stated)	i	i	i	8.7	i	-5.9	i	2.6	i	i	i
CC(=O)Cc1nsc(NC(=O)c2ccc(COc3ccc(C)cc3)o2)n1	i	i	i	7.1	i	-8.9	i	-20.8	i	i	i
Cc1ccc(CNS(=O)(=O)c2cc(F)ccc2CN2C(=O)c3cccnc3C2=O)o1	i	i	i	5.1	i	-6.0	i	·	i	i	i
COc1ccccc1C(C)NCC(=O)Nc1ccccc1C(F)(F)F (configuration not stated)	i	i	i	0.6	i	-9.1	i	0.6	i	i	i
CC1CCCN(CCCNC(=O)C2CC(=O)N(CCc3ccccc3)C2)C1 (configuration not stated)	i	i	i	0.6	i	-4.5	i	3.1	i	i	i
C=CCNC(=O)C(C)Sc1ccc(Cl)cc1 (configuration not stated)	i	i	i	12.5	i	-4.9	i	-1.4	i	i	i
N#Cc1ncc(C(F)(F)F)cc1Sc1ccc(N)cc1	i	i	i	-5.8	i	-2.2	i	4.0	i	i	i
CCn1c(=O)c([N+](=O)[O-])c(NCCN(C)C)c2ccccc21	i	i	i	1.1	i	-9.5	i	·	i	i	i
CCN(CC)S(=O)(=O)c1ccc(C(=O)NCc2ccc3c(c2)OCO3)cc1	i	i	i	-3.4	i	-12.7	i	0.5	i	i	i
CC1CCCCN1CCNC(=O)C1CC(=O)N(c2ccc(F)c(Cl)c2)C1 (configuration not stated)	i	i	i	0.4	i	-6.2	i	-4.4	i	i	i
Cc1ccc(-c2csc(=S)[nH]2)cc1	i	i	i	-7.6	94*	96.5*	i	·	i	i	i
COc1cc2c(cc1NC(=O)CSCC(=O)O)oc1ccccc12	i	i	i	-4.9	i	1.0	i	6.0	i	i	i
CC(C)(C)NC(=O)Cc1ccc(Cl)c(Cl)c1	i	i	i	5.3	i	-2.7	i	-0.6	i	i	i
Cc1cccc(CN2CCC(C(N)=O)CC2)c1	i	i	i	8.8	i	-2.0	i	-6.9	i	i	i
O=C(N/N=C\c1ccc2c(c1)OCO2)c1ccc(Cn2cc(Br)c([N+](=O)[O-])n2)o1	i	i	i	2.5	i	-4.9	i	0.3	i	i	i
O=C(c1ccc2ccccc2n1)N1CCN(Cc2c(F)cccc2Cl)CC1	i	i	i	1.5	i	-13.2	i	-0.3	i	i	i
Cc1cccc(NC(=O)c2cccc(C(=O)Nc3cccc(C)c3)n2)c1	i	i	i	-37.5	i	-5.7	i	2.3	i	i	i
CCCOC(=O)c1c(NC(=O)CSc2nc(-c3ccco3)cc(C(F)(F)F)n2)sc(C(=O)OC)c1C	i	i	i	6.1	i	-10.9	i	0.2	i	i	i
COc1ccc(-c2cc(=O)c3ccccc3[nH]2)cc1	i	i	i	-8.8	i	-1.9	i	5.5	i	i	i

Of the compounds above, these contain two or more sulfur atoms:
SMILES	PolyA inhibitor	TRPC4 agonist	KCNK9 inh	Platelet DG rel	KCNQ1 pot	hERG protect	TRPC4 potent	DYRK1A inh	KCNK3 block	TRPC4 block	KCNQ1 inh
Cc1ccc(-c2csc(=S)[nH]2)cc1	i	i	i	-7.6	94*	96.5*	i	·	i	i	i
CCCOC(=O)c1c(NC(=O)CSc2nc(-c3ccco3)cc(C(F)(F)F)n2)sc(C(=O)OC)c1C	i	i	i	6.1	i	-10.9	i	0.2	i	i	i

The list continues.
SMILES	PolyA inhibitor	TRPC4 agonist	KCNK9 inh	Platelet DG rel	KCNQ1 pot	hERG protect	TRPC4 potent	DYRK1A inh	KCNK3 block	TRPC4 block	KCNQ1 inh
O=C(Cc1ccc(F)cc1)Nc1ccc(F)c([N+](=O)[O-])c1	i	i	i	-2.4	i	-7.8	i	6.0	i	i	i
O=c1c(-c2ccccc2)coc2c(CN3CCCC3)c(O)ccc12	i	i	i	23.1	i	-9.9	i	-2.2	i	i	i
CCOC(=O)c1cnc2ccc(OCC)cc2c1NCc1cccnc1	i	i	i	-19.6	i	-7.7	i	0.2	i	i	i
Cc1ccc(S(=O)(=O)N2CCCC2C(=O)O)cc1 (configuration not stated)	i	i	i	82.6*	i	-6.0	i	1.9	i	i	i
O=C(CC1C(=O)NCCN1C/C=C/c1ccccc1)NCCc1cnccn1 (configuration not stated)	i	i	i	4.0	i	-6.6	i	-1.5	i	i	i
CCN1/C(=C/c2ccc3cccc(C)c3[n+]2CC)Sc2ccccc21	i	335*	i	-4.7	i	-30.9	15*	5.1	i	-6*	i
O=C(CC1C=Cc2ccccc2N1C(=O)c1ccccc1)c1ccccc1 (configuration not stated)	i	i	-13.4*	0.8	i	-7.5	i	1.3	i	i	i
COc1ccc(NC(=O)CSc2nncs2)cc1OC	i	i	i	0.7	i	-8.6	i	3.2	i	i	i
COc1cccc(/C=C2/CN(C)CC3=C2OC(N)=C(C#N)C3c2cccc(OC)c2)c1 (configuration not stated)	i	i	i	13.3	i	-14.7	i	5.7	i	i	i
COc1cccc(C(=O)N2CCC(n3nccc3NC(=O)CCOc3ccccc3)CC2)c1	i	i	i	-4.7	i	-7.3	i	-4.7	i	i	i
O=C(CCC(=O)Nc1ccc(F)cc1)N/N=C/c1ccc(F)cc1	i	i	i	0.5	i	-7.1	i	1.2	i	i	i
Cc1cc(-n2ccc(=O)[nH]c2=O)nc(-c2ccccc2)n1	i	i	i	?	i	-5.6	i	-2.8	i	i	i
O=C(CN1C(=O)S/C(=C\c2cccc(Cl)c2)C1=O)NCCCn1ccnc1	i	i	i	0.0	i	-18.3	i	-4.9	i	i	i
CC(C)(C)n1nnnc1C(c1ccccc1)N1CCc2ccccc2C1 (configuration not stated)	i	i	i	-3.7	i	-13.2	i	3.3	i	i	i
CC1(C(=O)N/N=C/c2ccc([N+](=O)[O-])o2)CC1(Br)Br (configuration not stated)	·	i	i	-9.9	i	-6.5	i	12.0	i	i	i
COCCNC(=O)C(C)Oc1ccc(Cl)cc1Cl (configuration not stated)	i	i	i	1.9	i	-6.6	i	-5.3	i	i	i
Cc1cccc(N2N=C(C(=O)N3CC(=O)Nc4ccccc43)CCC2=O)c1	i	i	i	-2.6	i	-15.7	i	0.8	i	i	i
O=C(CCc1ccccc1)Nc1ccccc1	i	i	i	2.1	i	-5.5	i	8.1	i	i	i
Nc1nc2ccccc2n1C(=O)c1ccc(F)cc1	i	i	i	11.6	i	-7.5	i	9.5	i	i	i
Cc1cc(Cn2nnnc2-c2ccncc2)cc(C)c1O	i	i	i	0.8	i	-4.4	i	10.9	i	i	i
Cc1ccc(C(=O)NCC(=O)OCC(=O)N2CCCc3ccccc32)cc1	i	i	i	-3.0	i	-12.9	i	0.4	i	i	i
Cc1cc2ccccc2c(=O)n1CC(=O)NCC(=O)N1CCN(c2ccccc2)CC1	i	i	i	1.4	i	-13.3	i	-4.4	i	i	i
O=C(Nc1ccc(Oc2cccnc2)cc1)c1ccc([N+](=O)[O-])cc1	i	i	i	2.2	i	-8.2	i	20.6	i	i	i
CCOC(=O)C1(Cc2ccccc2C)CCCN(C(=O)c2ccc3nccnc3c2)C1 (configuration not stated)	i	i	i	1.3	i	-6.0	i	-4.1	i	i	i
CCN(CC)S(=O)(=O)c1ccc(C)c(N=C=S)c1	i	i	i	-1.0	i	-1.9	i	-3.8	i	i	i
Cc1cc(NC(=O)CCCN2C(=O)/C(=C/c3ccccc3Cl)SC2=S)no1	i	i	i	1.3	i	-2.9	i	2.3	i	i	i
O=[N+]([O-])c1cc([N+](=O)[O-])c(Oc2cc(F)cc(F)c2F)cc1NN1CCCCC1	i	i	i	-1.1	i	-15.8	i	0.6	i	i	i
Cc1ccc2[nH]c3c(=O)n(Cc4ccccn4)cnc3c2c1	i	i	i	5.5	i	-6.7	i	-5.5	i	i	i
CCCc1c(-c2ccc(O)cc2)nn(-c2ccc(O)cc2)c1-c1ccc(O)cc1	i	i	i	2.7	i	-35.6	27*	0.6	-8.97*	i	13*
Cc1cc(C)n(CC(=O)N2CCCC(C(=O)c3cccc(OC(C)C)c3)C2)n1 (configuration not stated)	i	i	i	0.9	i	-8.3	i	-0.4	i	i	i
O=C(c1ccc(N2CCN(C3CC(=O)N(c4ccc(F)cc4)C3=O)CC2)cc1)c1cccnc1 (configuration not stated)	i	i	i	-12.9	i	-6.1	i	·	·	i	i
COc1ccc(N2CC(C(=O)N[C@@H](C)C(=O)NC3CCCCC3)CC2=O)cc1 (some centres not stated)	i	i	i	3.5	i	-0.8	i	-3.0	i	i	i
COc1ccc(CNC(C)C2COc3ccccc3O2)c(OC)c1 (configuration not stated)	i	i	i	7.9	i	-7.3	i	4.5	i	i	i
Clc1ccc(COc2ccccn2)c(Cl)c1	i	i	i	0.2	i	-11.3	i	1.9	i	i	i
COc1ccc(-c2csc(NC(=O)CSc3nc(C)cs3)n2)cc1	·	i	i	8.7	i	-8.1	i	1.6	i	i	i
O=C(NC(=S)Nc1cccc2cc(O)ccc12)c1ccco1	i	i	i	-8.0	i	-9.5	i	27.4	i	i	i
CN1CCN(C(=O)c2ccc(CSc3ccc(Cl)cc3)cc2)CC1	i	i	i	-5.0	i	-12.8	i	3.5	i	i	i
CCN(CCCNC(=O)CCCOc1cc(=O)n(C)c2ccccc12)Cc1ccccc1	i	i	i	4.5	i	-8.6	21*	-50.8	i	i	i

A portion of the library; rates above refer to the full screens.
